# Compound activity from PubChem BioAssay.
# ELG1 genotoxic = inducers of genotoxicity in HEK293T ELG1-luciferase cells | actives 1.3% (n = 330,000) | Potency, µM (doses to about 46 µM), for inactives: top-dose activity change, positive = activation, actives largely listed as activators | HEK293T ELG1-luciferase reporter, luminescence, 16 h; note: potency is the fitted concentration of half-maximal effect; % of control where 0% means no effect; nearly all actives have a fitted effect of over 60% in size
#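 Genotoxic stress is detected as increased luminescence from luciferase-tagged ELG1 in HEK293T cells, measured with ONE-Glo after a 16 hr treatment at 37 °C.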
# Coupling enz = inhibits coupling enzyme system, counter-screen for aldolase hits. coupling enzyme system counterscreen, AmpLite Red fluorescence. activity change, negative = inhibition, % at 58.2 µM, hits read low. actives 0.67% (n = 290,000); in the data active = activity change below about -30%; note: % is set by controls: 0 for no effect and ±100 for the full control effect
#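 Fluorescence at 525 nm excitation and 598 nm emission measured inhibition of the coupled detection system without aldolase. Compounds (at 57.5 uM final) were preincubated 10 min at room temperature with coupling enzyme reagent before a 20 min substrate/AmpLite Red step.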
# FLuc modulator = inhibits or activates purified firefly luciferase, miR-21 counter-screen; P08659; purified FLuc, Km substrates, luminescence inhibition; Potency, µM (titrated, usually from 57.5 µM), without a hit: at the top dose activity change, negative = inhibition, most hits filed as inhibitors; actives 6.9% (n = 360,000); AID 588342;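 note: potency is the fitted concentration of half-maximal effect; plate controls were vehicle for no effect and reference inhibitor for full effect; nearly all actives have a fitted effect of over 55% in size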
# Target sequence (P08659 whole entry, looked up): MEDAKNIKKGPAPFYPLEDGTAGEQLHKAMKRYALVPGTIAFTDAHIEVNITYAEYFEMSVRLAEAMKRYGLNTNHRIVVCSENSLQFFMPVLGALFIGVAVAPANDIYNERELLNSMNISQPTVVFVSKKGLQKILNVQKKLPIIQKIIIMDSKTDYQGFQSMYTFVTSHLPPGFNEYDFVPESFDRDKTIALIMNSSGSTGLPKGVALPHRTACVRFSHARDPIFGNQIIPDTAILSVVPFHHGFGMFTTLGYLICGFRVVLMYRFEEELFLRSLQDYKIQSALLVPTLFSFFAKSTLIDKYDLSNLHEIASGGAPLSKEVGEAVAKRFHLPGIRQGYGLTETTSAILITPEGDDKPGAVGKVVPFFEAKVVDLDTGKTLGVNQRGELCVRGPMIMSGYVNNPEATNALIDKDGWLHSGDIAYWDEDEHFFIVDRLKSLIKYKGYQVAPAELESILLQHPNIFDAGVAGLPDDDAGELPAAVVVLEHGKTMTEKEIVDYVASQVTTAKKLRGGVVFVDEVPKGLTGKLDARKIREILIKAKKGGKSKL
#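 Purified P. pyralis luciferase (10nM final) with 10uM D-luciferin and 10uM ATP (Km levels) in 50mM Tris acetate pH 7.5, 10mM Mg acetate, 0.01% Tween-20, 0.05% BSA; qHTS 6-point titration, ~60 µM downward; luminescence read.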
# Rab9 prom act = activators of Rab9 promoter; Huh7 Rab9 promoter-luciferase reporter, luminescence, 24 h; Potency, µM (highest dose often 9.22 µM), without a hit: at the top dose activation, negative = inhibition, usual class: activators; actives 2.8% (n = 320,000); AID 485297; note: potency is the fitted concentration of half-maximal effect; % of control where 0% means no effect; nearly all actives have a fitted effect of over 60% in size
#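 Luminescence read-out: Huh7 cells stably expressing Rab9-luciferase, treated 24 h with compound at 37 °C, then lysed with luciferase reagent for 10 min at ambient before reading.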
# RORg inh = blocks mouse ROR gamma transcriptional activity | actives 5.4% (n = 310,000) | AID 2551 | Potency, µM (top dose mostly 53.6 µM), for the others: top-dose activity change, negative = inhibition, actives largely listed as inhibitors | Drosophila S2 Gal4-RORgamma UAS-luciferase reporter, 20 h; note: potency is the fitted concentration of half-maximal effect; % is set by controls: 0 for no effect and ±100 for the full control effect; nearly all actives have a fitted effect of over 60% in size
# Target sequence (P51450 whole entry, looked up, the tested form may be a part): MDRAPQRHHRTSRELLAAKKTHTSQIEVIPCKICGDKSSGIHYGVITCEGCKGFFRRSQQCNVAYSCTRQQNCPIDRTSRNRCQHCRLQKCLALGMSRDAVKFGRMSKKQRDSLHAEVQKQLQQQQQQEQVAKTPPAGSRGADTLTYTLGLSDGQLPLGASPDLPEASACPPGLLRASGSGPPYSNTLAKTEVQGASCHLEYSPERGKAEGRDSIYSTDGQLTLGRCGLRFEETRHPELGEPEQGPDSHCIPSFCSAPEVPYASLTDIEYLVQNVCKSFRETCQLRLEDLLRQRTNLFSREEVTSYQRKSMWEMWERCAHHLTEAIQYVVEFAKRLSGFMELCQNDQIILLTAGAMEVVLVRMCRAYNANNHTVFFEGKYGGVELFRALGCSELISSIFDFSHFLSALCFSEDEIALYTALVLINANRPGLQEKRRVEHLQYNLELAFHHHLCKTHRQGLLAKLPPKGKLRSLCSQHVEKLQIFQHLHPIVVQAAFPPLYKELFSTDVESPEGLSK
#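 Using a luciferase readout, inhibitors were identified by reduced reporter activity in Drosophila cells coexpressing a copper-inducible Gal4–ROR gamma fusion and UAS-driven Photinus luciferase, incubated 20 hr after 700 uM copper sulfate.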
# NPC1 prom act = activators of NPC1 promoter | actives 2.4% (n = 320,000) | Potency, µM (highest dose often 9.22 µM), inactives show at the top dose activation, most hits filed as activators | AID 485313 | Huh7 NPC1 promoter luciferase reporter, 24 h;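 note: potency is the fitted concentration of half-maximal effect; % of control where 0% means no effect; nearly all actives have a fitted effect of over 60% in size; reporter is driven by a mutant NPC1 promoter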
#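 Quantitative HTS used a cell-based reporter: Huh7 cells stably bearing the NPC1 promoter upstream of luciferase were treated with compounds for 24 h, and promoter activation was read as luminescence.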
# KCNH2 3.1 inh = inhibitors of human KCNH2 3.1 potassium channel isoform | U2OS KCNH2 3.1, thallium flux FluxOr; active compounds read low | activity change, % (tested at about 1.8 µM) | actives 0.95% (n = 340,000);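 active = maximum activity change below -70%; inconclusive = maximum activity change from -70% to -50%; inactive = maximum activity change above -50%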;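 note: thallium influx rate constant from kinetic fluorescence after stimulation buffer; % is set by controls: 0 for no effect and ±100 for the full control effect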
#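 Normalized rate constant (relative to positive and negative DMSO controls) derived from a 2 min kinetic fluorescence read after stimulation; U2OS cells expressing the 3.1 isoform via virus at 1.77 x 10^8 /mL.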
# Gal4-VP16 FLuc = inhibits Gal4-VP16 luciferase reporter, ROR gamma counter-screen; Drosophila S2 Gal4-VP16 UAS-luciferase, luminescence, 20 h; Potency, µM (titrated, usually from 53.6 µM), without a hit: at the top dose activity, negative = inhibition, most hits filed as inhibitors; actives 3.5% (n = 310,000); AID 2546;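 note: Gal4-VP16 expression switched on by copper sulfate through the metallothionein promoter; potency is the fitted concentration of half-maximal effect; % is set by controls: 0 for no effect and ±100 for the full control effect; nearly all actives have a fitted effect of over 50% in size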
# Giardia killer = Giardia lamblia killing | actives 0.15% (n = 340,000) | Giardia lamblia trophozoite viability | activity change, % at 7.66 µM, hits read low; in the data active = activity change below about -80%; inconclusive = between about -30% and that limit;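 note: parasites exposed to compound for two days anaerobically before the ATP read; % is set by controls: 0 for no effect and ±100 for the full control effect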
#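 Killing of trophozoites was scored by loss of ATP luminescence after a 48 hrs anaerobic exposure to compounds at 37 deg C, using 100 cells per well.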
# Tb PFK inh = T. brucei PFK enzyme inhibition; O15648; T. brucei PFK, ADP-Glo luminescence; Potency, µM (titrated, usually from 57.5 µM), without a hit: at the highest dose activity, negative = inhibition, usual class: inhibitors; actives 0.17% (n = 330,000); AID 485367;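 note: potency is the fitted concentration of half-maximal effect; 0% = uninhibited 1x PFK enzyme wells and -100% = no-enzyme wells; nearly all actives have a fitted effect of over 60% in size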
#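 Luminescent ADP detection (ADP-Glo, two-step: ATP depletion then ADP-to-ATP conversion for luciferase) reported PFK activity after 45 min room-temperature reaction of 1.25 nM enzyme with 0.5 mM F6P and 0.1 mM ATP at pH 8.0.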
# uPA generation = cell surface uPA generation inhibition; cell surface uPA generation assay, qHTS; Potency, µM (series often up to 38.3 µM), for the others: at the highest dose activity change, negative = inhibition, usual class: inhibitors; actives 0.31% (n = 330,000); active = well fitted inhibition curve with a large enough effect; inconclusive = small, poorly fitted or top-dose-only effect; inactive = no such curve, though single readings can be large or run the other way; tested in mouse RAW 264.7 cells; note: potency is the fitted concentration of half-maximal effect; % is set by controls: 0 for no effect and ±100 for the full control effect; nearly all actives have a fitted effect of over 55% in size
# * hit, by the source's call; ? = inconclusive; · = not tested or not shown; & = joins results of further samples; [ ] = another dose, or the depositor's remark. Unless noted, calls come from the whole dose curve; as a rule, active = well fitted curve in the direction sought with a large enough effect; inconclusive = small, poorly fitted or top-dose-only effect, or another doubt; inactive = no such curve, though single readings can be large; an effect the other way counts as inactive or inconclusive.
cpd	Compound	ELG1 genotoxic	Coupling enz	FLuc modulator	Rab9 prom act	RORg inh	NPC1 prom act	KCNH2 3.1 inh	Gal4-VP16 FLuc	Giardia killer	Tb PFK inh	uPA generation
1	CCOc1ccc2c(c1)c(=O)c(S(=O)(=O)c1ccc(C)cc1)cn2CC	-2.1%	·	-0.6%	0.1%	7.2%	-6.0%	3.0	-5.3%	23.5	3.5%	-8.1%
2	COc1cc2cc(CCCOC(=O)c3ccco3)oc(=O)c2cc1OC	-1.8%	·	-0.2%	-4.6%	·	1.1%	12.4	·	-22.2	6.1%	3.2%
3	CCOc1ccccc1C(=O)N/N=C/c1c[nH]c2ccccc12	0.4%	0.8	?	0.4%	15.8µM*	-9.1%	0.4	?	20.1	1.1%	-0.6%
4	O=C(Oc1cccc2cccnc12)c1ccc2c(c1)OCCO2	-6.7%	-19.7	4.5%[2.3 µM]	-7.3%	1.58µM*	0.1%	20.3	2µM*	?	1.7%	1.2%
5	O=C(NCc1cccnc1)C(=O)NCC(c1ccco1)N1CCN(c2ccccc2F)CC1 (centres undefined)	-2.9%	0.5	7.1%	-3.6%	34.5%	-10.6%	-21.7	-21.6%	-6.1	5.2%	1.4%
6	Cc1onc(-c2c(F)cccc2Cl)c1C(=O)N1CCc2ccccc21	-3.8%	-3.5	-1.0%	-4.1%	-0.8%	1.2%	-0.3	1.4%	8.7	4.2%	·
7	COc1ccc(NC(=O)CSc2nc(=O)n(CCN3CCOCC3)c3c2CCC3)c(OC)c1	1.7%	·	-1.2%	-0.8%	·	2.5%	-3.2	·	-0.6	0.0%	2.7%
8	COC(=O)c1ccc2c(=O)n(CCN3CCOCC3)c(=S)[nH]c2c1	-7.0%	0.6	-0.8%	-5.4%	-18.7%	-1.0%	-6.2	9.1%	22.9	-0.4%	5.5%
9	CCOc1ccc(S(=O)(=O)Nc2ccc(F)cc2)c(C)c1C	3.0%	-3.1	0.0%	-4.7%	?	6.6%	2.2	17.8µM*	-1.8	-1.5%	·
10	O=c1ccc2ccc(O[C@@H]3O[C@H](CO[C@@H]4OC[C@](O)(CO)[C@H]4O)[C@@H](O)[C@H](O)[C@H]3O)cc2o1	2.5%	·	-0.5%	0.2%	·	0.9%	-6.5	·	-19.3	-6.2%	-33.9%
11	Cc1cccc(NC(=O)c2cc(S(=O)(=O)N(C)c3ccc(F)cc3)ccc2Cl)n1	?	·	-1.0%	-2.6%	·	-0.6%	1.1	·	6.2	-3.4%	-5.8%
12	CCC1CCCCN1CCNC(=O)c1[nH]c(C)c(C(C)=O)c1C (centres undefined)	-1.6%	-0.9	0.4%	0.8%	-21.8%	-3.9%	-6.7	4.3%	15.6	0.7%	5.7%
13	Cc1ccc(S(=O)(=O)N(C)CC(=O)OCC(=O)NC(=O)NC(C)C)cc1	-2.9%	8.5	-1.2%	-0.6%	-7.0%	8.1%	-19.4	-2.0%	-28.1	-7.8%	-1.6%
14	COC(=O)c1cc(=O)[nH]c(SCc2cccc(C)c2)n1	1.3%	0.6	0.0%	-5.4%	-7.8%	1.6%	3.0	14.7%	6.3	-2.8%	-0.3%
15	N#Cc1c(-c2ccc3c(c2)OCO3)csc1N	?	-6.0	?	-1.0%	4.1%	18.2%	-2.2	-15.6%	5.9	0.2%	-1.7%
16	CCCSc1ccc([C@H]2N[C@@](C)(C(=O)OC)[C@H]3C(=O)N(C)C(=O)[C@@H]23)cc1OC	0.1%	·	-0.8%	-0.4%	·	-1.9%	8.8	·	-0.9	-2.8%	12.2%
17	O=C1NC(=S)S/C1=C\c1coc2ccc(O)cc2c1=O	10.5%	2.1	19µM*	9.0%	13.3%	13.9%	13.8	2.6%	4.3	?	2.9%
18	Cc1ccc(O)c(NC(=O)C2=CC(c3ccco3)=NS(=O)(=O)N2C)c1	1.6%	0.2	3.3%&-0.5%	5.3%	52.0%	-3.8%	4.3	4.4%	19.5	3.5%	-1.9%
19	COc1ccc(-c2csc(NC(=O)CSc3nnc(Nc4ccccc4C)s3)n2)cc1	?	-0.9	0.1%	-3.5%	-33.2%	-1.1%	1.6	7.5%	2.8	0.8%	2.5%
20	CCc1cccc(CC)c1NC(=O)COC(=O)c1cccc(S(=O)(=O)N2CCc3ccccc3C2)c1	0.2%	-3.3	1.0%	0.2%	8.7%	-0.3%	-0.4	-3.4%	6.5	0.5%	2.7%
21	CC(Oc1ccc2c3c(c(=O)oc2c1)CCCC3)C(=O)NCc1cccnc1 (centres undefined)	0.7%	·	0.3%	-4.0%	0.8%	-0.4%	-6.9	?	18.0	0.9%	0.2%
22	O=C(Cc1c(F)cccc1Cl)N1CCN(S(=O)(=O)c2cccs2)CC1	1.1%	·	-2.0%	-10.2%	·	0.1%	5.7	·	-1.9	-7.8%	-5.5%
23	COc1ccc(OC)c(S(=O)(=O)Nc2ccccc2C(F)(F)F)c1	-0.8%	5.2	-2.4%	-4.3%	-35.5%	-3.6%	11.0	11.0%	10.5	-2.1%	-3.5%
24	Cc1ccc2c(c1)cc(CN(C(=O)N1CCOCC1)C1CCCC1)c1nnnn12	8.1%	-0.9	0.4%	-3.2%	-0.1%	0.0%	4.7	1.3%	14.5	-0.9%	-2.5%
25	Cc1nc(SCC(=O)N2CCOCC2)c2c(C)c(C)sc2n1	-5.3%	-0.3	0.5%	0.1%	-1.1%	-3.6%	4.4	4.5%	-7.1	0.0%	-0.8%
26	CC(C)(C)OC(=O)NC(CCCCNC=O)C(=O)O (centres undefined)	2.7%	3.5	?	-4.3%	-4.1%[0.365 µM]	-0.2%	-4.0	·	2.8	-4.6%	2.0%
27	O=C(CCC1CCCN(C(=O)c2ccc3cc[nH]c3c2)C1)N1CCN(c2ccccn2)CC1 (centres undefined)	-11.8%	4.4	0.4%	-11.9%	25.4%	-9.4%	5.3	-8.0%	-1.3	2.4%	-1.0%
28	C=CCn1c(O)c2ccc(C(=O)N=NC(=O)c3ccc(F)cc3)cc2c1O	2.1%	·	-14.2%	-1.2%	·	1.6%	-0.9	·	-17.8	0.2%	-0.8%
29	CCOc1ccc(S(=O)(=O)N2CCN(C(=O)c3cccnc3)CC2)cc1	-0.8%	1.7	-0.5%	-4.6%	24.7%	1.5%	7.4	-4.0%	9.4	-5.7%	0.6%
30	CCn1cc(C2=NC(CCSC)CO2)c2ccccc21 (centres undefined)	1.3%	2.6	-17.9%	-3.0%	7.94µM*	-3.7%	-33.1	?	9.5	1.4%	5.9%
31	Cc1c(N=Cc2ccccn2)c(=O)n(-c2ccccc2)n1C	-2.6%	-0.9	1.9%	-0.8%	-1.7%	0.4%	2.1	6.0%	12.2	3.5%	15.0%
32	CC1(C)NC(=O)N(CC(=O)OCC(=O)Nc2cccc(S(N)(=O)=O)c2)C1=O	-0.3%	3.3	0.7%	-1.4%	3.8%	-3.1%	13.6	-4.3%	5.5	-0.1%	9.0%
33	CCN(CC)C(=O)CN1C(=O)C(=O)c2ccccc21	0.4%	-6.5	-3.0%	-7.0%	3.8%	-3.2%	2.9	4.7%	-13.0	-8.7%	0.5%
34	N#C/C(=C(/O)c1ccc(F)cc1)c1nc2ccccc2s1	-2.0%	-10.7	9.53µM*	2.51µM*	-21.9%	2.51µM*	-7.6	?	-10.1	-3.1%	-6.4%
35	CCOc1ccccc1NC(=O)CSc1nnc2ccc(-c3ccncc3)nn12	-0.1%	1.2	-3.5%	16.3%	5.2%	0.6%	-3.8	0.8%	-22.4	-0.8%	1.2%
36	CC(C)[C@H](CO)Nc1nc(Nc2ccc(Cl)c(C(=O)O)c2)c2ncn(C(C)C)c2n1	1.7%	-0.6	?	1.1%	?	-6.5%	6.7	-0.2%	7.0	1.6%	9.4%
37	O=C(Nc1cccc(F)c1)c1ccc(Cn2cc([N+](=O)[O-])cn2)o1	-2.7%	1.2	-8.9%	0.1%	24.3%	-4.4%	-2.9	2.5%	5.0	-0.2%	4.4%
38	C=CCn1c(=NC(=O)CN2C(=O)CCC2=O)sc2cc(S(N)(=O)=O)ccc21	0.0%	0.4	-2.4%	-1.4%	9.0%	-1.6%	15.0	-2.3%	2.5	1.5%	1.7%
39	C(=C\c1ccccc1)/C=N/n1cnnc1	6.3%	4.9	-3.4%	0.6%	-0.2%	-1.2%	-4.4	-6.5%	3.0	0.9%	2.0%
40	C=CCn1c(C(c2ccccc2)c2ccccc2)n[nH]c1=S	-0.8%	1.0	0.3%	-6.4%	7.94µM*	-3.1%	11.3	7.94µM*	-11.7	1.4%	2.0%
41	CC1CCCCN1C(=O)COC(=O)c1cc([N+](=O)[O-])ccc1N1CCOCC1 (centres undefined)	0.1%	·	-1.6%	2.5%	·	-3.2%	10.6	·	7.3	?	0.0%
